Diaph inh CS: diaphorase inhibition or chemical oxidation counter-screen. inhibition, % at 20 µM. AID 1217. diaphorase resazurin-to-resorufin fluorescence, NADH, 16 min; bacterial (C. kluyveri) enzyme, not human. 190,000 tested, 0.69% active;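 active = primary screen inhibition at 20 µM above a set limit, cut at about 50% in these data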;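 note: plate controls were DMSO with full reaction for no effect and wells lacking NADH for full effect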
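System: Diaphorase enzyme from Clostridium kluyveri | Amount: Enzyme working solution with 0.14 U/mL diaphorase | Benchmarks: No-NADH positive control and DMSO neutral control | Signal: Fluorescence of resorufin formed from resazurin, Ex 544/Em 590 nm | Schedule: 16-min room-temperature incubation before reading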
RAM inhibit: blocks the yeast RAM network; 190,000 tested, 1.8% active; S. cerevisiae dse1pr::URA3 reporter, 5-FOA growth OD615, 2 d; analog-sensitive cbk1-as2 kinase mutant strain; inhibition, % at 50 µM;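 active = inhibition above a set limit, 3 SD over mean compound inhibition, cut at about 8.4% in these data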;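 note: 0% = DMSO-only wells with no growth and 100% = 10 µM 1-NA-PP1 full growth; inhibition rescues growth on 5-FOA so higher OD means more RAM inhibition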
PMI act hi M6P: increases human PMI activity with near-saturating mannose 6-phosphate; activation factor at 20 µM; 190,000 tested, 0.34% active; coupled PMI enzyme assay, resazurin fluorescence, 20 min; hits give high values; 1 = untreated enzyme, 0 = substrate-free blank; AID 1216;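 active = activation factor of 2 or more at 20 µM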
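test system = human PMI in coupled enzyme assay | medium = HEPES-buffered pH 7.4 with magnesium and detergent | also added = 1.0 mM mannose-6-phosphate substrate with 0.22 mM NADP+ | compound = 20 µM single dose | times = 20 min incubation at room temperature | measured by = resorufin fluorescence (Ex 544/Em 590 nm) from resazurin via diaphorase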
Diaph act CS: diaphorase activation or chemical reduction counter-screen. Diaphorase/resazurin coupled assay, resorufin fluorescence, 16 min; hits give high values; 1 = vehicle wells, 0 = NADH-free wells. activation factor at 20 µM. 190,000 tested, 0.005% active. AID 1229;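 active = diaphorase activity raised at least twofold by the compound at 20 µM; inactive = activation factor below 2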
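Material: Clostridium kluyveri diaphorase, purified enzyme; Quantity: enzyme 0.07 U/mL final; Medium: HEPES pH 7.4 buffer with MgCl2 and Tween 20; Dosing: single compound dose of 20 µM, 1% DMSO final; Schedule: 16 min reaction at room temperature; Measured by: red resorufin fluorescence at 544/590 nm excitation/emission.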
G6PDH counter: inhibits Leuconostoc G6PDH, flagging false hits in G6PDH-based assays. Purified L. mesenteroides G6PDH, diaphorase/resazurin coupled fluorescence, 45 min. inhibition, % at 5 µM. 200,000 tested, 0.12% active. AID 1020
PMI act: activators of human phosphomannose isomerase | P34949 | purified human PMI, coupled resazurin fluorescence, 20 min; hits give high values; 1 = vehicle control, 0 substrate-free wells | activation factor at 20 µM | 190,000 tested, 0.005% active;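 active = activation factor of 2 or more at 20 µM, relative to plate controls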
TLR4 MyD88 comp: blocks binding of human TLR4 to MyD88 | O00206+Q99836 | HeLa CL3-4 TLR4/MyD88 BLA complementation, FRET ratio | inhibition, % at 8.4 µM | 200,000 tested, 0.18% active | AID 861; in the data active = inhibition above about 25%;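 note: 0% = vehicle and 100% = reference inhibitor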
Target sequence (O00206 whole entry, looked up): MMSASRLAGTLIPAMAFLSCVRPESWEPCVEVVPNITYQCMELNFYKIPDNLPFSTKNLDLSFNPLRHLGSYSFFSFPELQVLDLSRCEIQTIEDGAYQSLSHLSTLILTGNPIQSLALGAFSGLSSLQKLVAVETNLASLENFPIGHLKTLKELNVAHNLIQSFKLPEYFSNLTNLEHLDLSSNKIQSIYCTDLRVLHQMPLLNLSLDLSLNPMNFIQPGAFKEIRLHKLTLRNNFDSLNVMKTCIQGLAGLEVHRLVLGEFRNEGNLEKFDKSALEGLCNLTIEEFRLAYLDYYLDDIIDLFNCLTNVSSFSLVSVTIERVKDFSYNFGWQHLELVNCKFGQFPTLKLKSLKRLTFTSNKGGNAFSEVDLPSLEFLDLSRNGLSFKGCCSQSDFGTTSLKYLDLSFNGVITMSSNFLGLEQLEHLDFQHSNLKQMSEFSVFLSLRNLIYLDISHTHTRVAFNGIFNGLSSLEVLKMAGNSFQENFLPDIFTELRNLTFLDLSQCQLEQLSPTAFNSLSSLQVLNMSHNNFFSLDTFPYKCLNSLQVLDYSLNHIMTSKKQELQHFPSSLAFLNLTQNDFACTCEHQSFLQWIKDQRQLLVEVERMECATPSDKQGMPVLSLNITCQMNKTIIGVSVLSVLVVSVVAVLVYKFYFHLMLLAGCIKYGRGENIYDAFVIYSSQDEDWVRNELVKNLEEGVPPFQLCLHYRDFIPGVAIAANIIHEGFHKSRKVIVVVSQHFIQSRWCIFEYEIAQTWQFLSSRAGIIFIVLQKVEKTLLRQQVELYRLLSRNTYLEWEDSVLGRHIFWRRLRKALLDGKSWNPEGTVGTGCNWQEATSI
Target sequence (Q99836 whole entry, looked up): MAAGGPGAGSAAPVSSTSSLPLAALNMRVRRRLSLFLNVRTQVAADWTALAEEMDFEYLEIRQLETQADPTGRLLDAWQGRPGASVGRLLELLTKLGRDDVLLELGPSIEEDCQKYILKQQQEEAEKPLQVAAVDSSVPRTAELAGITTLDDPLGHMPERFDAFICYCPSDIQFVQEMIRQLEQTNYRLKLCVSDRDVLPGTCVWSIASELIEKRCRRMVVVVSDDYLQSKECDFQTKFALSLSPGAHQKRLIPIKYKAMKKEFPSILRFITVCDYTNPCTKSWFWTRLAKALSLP
DTT redox prof: compounds producing H2O2 with reducing agent – biochemical, NIH compound library profiling, artefact control for MLSCN library redox annotation, primary screen; DTT-dependent redox cycling H2O2, phenol red/HRP absorbance; 100% = 100 µM peroxide control, 0% = buffer; activation, % at 10 µM; 200,000 tested, 0.03% active; AID 878;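 active = activation of at least 50% relative to the plate's high and low controls in the primary single-dose screen; inactive = activation below 50%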;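 note: compound incubated with DTT at 0.8 mM final as the reducing agent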
Lmaj promast: inhibitors of Leishmania major promastigote growth. Leishmania major promastigotes, resazurin fluorescence viability. inhibition, % at 10 µM. 200,000 tested, 9% active. AID 1063;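 note: promastigotes grown with compound for 44 hours at 28 °C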
S1P3 antag: antagonists of human S1P3 receptor. Q99500. CHO S1P3 NFAT-BLA reporter, FRET fluorescence, antagonist mode. inhibition, % at 4.98 µM. 170,000 tested, 0.27% active;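 active = inhibition above the plate cutoff, the mean inhibition of test wells on that plate plus 3 SD, cut at about 28% in these data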;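 note: cells challenged with S1P at its EC80 of 0.8 µM; blue over green emission ratio from cleaved BLA substrate after 4 h stimulation; 0% = S1P-stimulated wells and 100% = unstimulated DMSO-only wells; some compounds past the cut are filed as inactive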
Hsp70 activator: switches on Hsp70 transcription; AID 1203; 200,000 tested, 0.04% active; activation, % at 10 µM; HeLa Hsp70 promoter luciferase reporter, luminescence; scaled: vehicle 0, proteasome-inhibitor control 100%;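 active = activation above the mean across all tested compounds plus 3 SD, cutoff set per campaign, cut at about 5.5% in these data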;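 note: 100% = MG132 at 30 µM as the positive control and 0% = DMSO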
Numbers without * were called inactive; / = not tested or not shown. Cut-off read from the data, not from the text of the source, unless noted: active = inhibition above about 50%; inactive = the rest.

SMILES | Diaph inh CS | RAM inhibit | PMI act hi M6P | Diaph act CS | G6PDH counter | PMI act | TLR4 MyD88 comp | DTT redox prof | Lmaj promast | S1P3 antag | Hsp70 activator
CCOc1cc(C(=O)Nn2cnnc2)cc(OCC)c1OCC | 0 | 2.3 | 1.1 | 1 | 2 | 1.2 | -4 | 0.4 | -6 | -20 | 0.8
Cc1c(C(=O)N2CCc3ccccc32)oc2c1C(=O)CC(C)(C)C2 | 19 | 5.0 | 0.9 | 0.8 | -22 | 0.9 | -16 | 2.0 | 15 | 16 | 0.7
CN(C)/C=N/c1nc2nccc(-c3cccc(Cl)c3)n2n1 | 6 | 1.6 | 0.9 | 0.9 | -1 | 1 | 1 | -0.1 | 3 | 1 | -0.3
Cc1noc(C)c1S(=O)(=O)N1CCCC(C(=O)NCC2CCCO2)C1 (stereo unspecified) | 6 | 1.0 | 1 | 0.9 | -3 | 1 | -2 | 0.9 | -10 | -67 | -0.5
CC(=O)Nc1cc2ccc(OC(C)=O)cc2oc1=O | 20 | 0.3 | 0.8 | 0.8 | 0 | 0.9 | / | -3.5 | -4 | 9 | /
CN(C)c1ccc(C(CNC(=O)c2ccccc2Br)c2c[nH]c3ccccc23)cc1 (stereo unspecified) | 20 | 0.3 | 0.7 | 0.8 | 4 | 0.9 | -3 | 0.2 | 94* | 0 | -0.3
CCOC(=O)N1CCN(C(=O)CCCCn2c(=S)[nH]c3ccsc3c2=O)CC1 | 43 | 1.6 | 1 | 0.6 | 2 | 1 | -8 | -1.6 | 1 | -6 | 0.4
COc1cc(C(=O)N2CCC(C(=O)Nc3cccc(C(C)=O)c3)CC2)cc(OC)c1OC | 12 | -0.4 | 1 | 0.9 | -6 | 1 | 8 | -0.5 | -8 | -11 | -0.2
Cc1nc(NC(=O)c2ccccc2)sc1Cc1ccc2c(c1)OCO2 | 0 | 3.1 | 1 | 1 | -10 | 1 | -6 | -0.4 | 0 | -3 | -0.3
CC(C)Cn1c(SCC(=O)c2ccc(Cl)s2)nnc1-c1ccco1 | 4 | 1.5 | 1 | 1 | -7 | 1 | 9 | 1.0 | 22 | 0 | -0.4
COc1ccc(-c2nn(-c3ccccc3)cc2N)cc1 | -3 | 1.6 | 0.9 | 1 | 3 | 1.1 | 7 | -0.4 | -5 | -8 | -0.1
Cc1ccccc1Cn1cnc2c(cnn2C(C)(C)C)c1=O | 9 | -0.7 | 1 | 0.9 | 2 | 1 | 0 | -0.3 | 59* | 11 | -0.1
Cc1ccc[n+](CC(=O)/C=C2\N(C)c3ccccc3C2(C)C)c1 | 13 | 1.9 | 0.9 | 0.9 | -2 | 1 | -10 | -0.7 | 3 | 3 | -0.2
O=C(O)CNS(=O)(=O)c1ccc(C2CCCCC2)cc1 | 13 | 0.4 | 0.9 | 0.9 | -1 | 1 | -19 | -1.1 | -7 | 1 | 0.1
CCCCC(=O)NC(=S)NNC(=O)c1ccc(OC)cc1 | 29 | 1.3 | 1.3 | 0.7 | 9 | 1.1 | -8 | -1.4 | 58* | -12 | -0.1
CCCSc1nc(O)c(C2OC(=O)c3c2ccc(OC)c3OC)c(=O)n1-c1ccccc1 (stereo unspecified) | 11 | 2.8 | 1 | 0.9 | 0 | 1 | 2 | 0.5 | -9 | / | -0.2
CCOC(=O)c1ccc(NC(=O)Cn2nnc(-c3ccc(F)cc3)n2)cc1 | 6 | 2.6 | 1 | 0.9 | -1 | 1 | 5 | -2.0 | -6 | -3 | -0.1
CN1CCN(C(=O)c2ccc(C(C)(C)C)cc2)CC1 | 5 | 1.2 | 1 | 1 | -1 | 1 | 2 | 0.0 | -10 | 8 | -0.1
CCC(C)N(C(=O)COc1ccc(NC(C)=O)cc1)C1CCS(=O)(=O)C1 (stereo unspecified) | 6 | 1.7 | 1.1 | 0.9 | 13 | 1.2 | -2 | -0.5 | 2 | -17 | -0.1
CCCCn1c(SCC(=O)c2ccccc2)nc2c1c(=O)[nH]c(=O)n2C | 10 | -0.3 | 0.9 | 0.9 | -10 | 0.8 | 0 | 0.6 | 5 | -16 | -0.3
COc1ccc(-c2csc(N(CCCN3CCOCC3)C(=O)c3ccco3)n2)cc1 | 16 | 0.9 | 1 | 0.8 | -4 | 1 | -10 | 1.9 | -1 | 47 | -0.3
CCN(CC)CC(=O)N1N=C(c2cccs2)CC1c1ccco1 (stereo unspecified) | 1 | 1.3 | 1 | 1 | 5 | 1 | -11 | 0.2 | -1 | / | -0.3
CSc1nnc(C)c(/C=C/Nc2ccc(F)cc2)n1 | 17 | 2.6 | 0.8 | 0.8 | 8 | 0.9 | -4 | 2.6 | -1 | / | -0.2
COc1ccc(N2CSC3=C(C#N)C(c4cccc(OC)c4OC)CC(=O)N3C2)cc1 (stereo unspecified) | 45 | 2.3 | 1.2 | 0.6 | 33 | 0.8 | -9 | -1.9 | 8 | 99* | -0.1
CCOC(=O)c1c(/N=C/c2cccc(C)c2O)sc2c1CCN(C)C2 | -2 | -1.1 | 1 | 1 | -24 | 0.9 | 2 | 0.6 | -5 | -3 | -0.5
COc1cc(C(=S)N2CCCCC2)ccc1OCC(=O)Nc1ccccc1Cl | 11 | 3.0 | 1 | 0.9 | 3 | 0.9 | 3 | -0.7 | 66* | 11 | -0.1
Cc1nc(C)n(CC(O)COc2ccc(C(=O)c3ccccc3)cc2)n1 (stereo unspecified) | 11 | -0.3 | 0.9 | 0.9 | -12 | 0.9 | -4 | -1.1 | 2 | -2 | -0.1
CCOc1ccc2nc(NS(=O)(=O)c3ccc(NC(C)=O)cc3)sc2c1 | 18 | 6.1 | 0.9 | 0.8 | 11 | 0.9 | 15 | 2.3 | -7 | -1 | -0.1
CCn1c(SCC(=O)N2CCCC2)nc2ccccc2c1=O | -2 | 2.5 | 1.1 | 1 | -2 | 1.1 | -4 | -1.1 | 9 | 1 | -0.2
COc1ccc(S(=O)(=O)Nc2ccccn2)c(C)c1C | 9 | 1.8 | 0.9 | 0.9 | 10 | 0.9 | 2 | 2.5 | -4 | -5 | -0.1
O=C(Nc1nc(-c2ccccc2)cs1)C1COc2ccccc2O1 (stereo unspecified) | 14 | 3.7 | 0.9 | 0.9 | 8 | 0.9 | 2 | 0.0 | 3 | / | 1.0
CCc1ccc(/C=N/NC(=O)C(=O)NCCCN2CCOCC2)cc1 | 8 | 0.7 | 1.1 | 0.9 | 13 | 1.1 | -9 | -0.2 | -6 | 1 | -0.2
CCc1nn(C(C)C(=O)NC(C)CCc2ccco2)c(=O)c2cc3occc3n12 (stereo unspecified) | 2 | -0.9 | 1 | 1 | 3 | 1 | 3 | -1.2 | 0 | 10 | 0.0
O=[N+]([O-])c1ccc(/C=N/Nc2nc(N3CCCCCC3)nc(N3CCCCCC3)n2)o1 | 27 | -1.5 | 0.8 | 0.7 | 1 | 1 | -3 | 2.0 | 100* | / | -0.1
Cc1csc(OCC(=O)Nc2ccc(C)c(C)c2)n1 | 3 | 2.0 | 1 | 1 | 10 | 1 | 12 | -3.8 | -4 | / | -0.2
Cc1ccccc1OCC(=O)OCC(=O)c1ccc(-c2ccccc2)cc1 | 8 | 14* | 1.1 | 0.9 | -23 | 1 | 6 | 0.1 | -2 | -2 | -0.2
CN(C(=O)c1ccccc1)c1ccc(OCC(=O)NC2CCS(=O)(=O)C2)cc1 (stereo unspecified) | 9 | 1.5 | 0.9 | 0.9 | 17 | 0.9 | 9 | 1.6 | -6 | -34 | -0.4
Cc1ccc(NC(=O)C2CC(=O)N/C(=N/N=C/c3ccco3)S2)cc1C (stereo unspecified) | 3 | 5.7 | 1.1 | 1 | 12 | 1 | -8 | -0.1 | -3 | 3 | -0.3
Cc1ccc(NC(=O)CN2CCN(S(=O)(=O)c3cccs3)CC2)cc1S(=O)(=O)N(C)C | 7 | 0.4 | 0.9 | 0.9 | 1 | 0.9 | 5 | -0.8 | 6 | 4 | -0.3
O=C1N(CC(=O)N2CCc3ccccc32)CCN1Cc1ccccc1Cl | 4 | 2.4 | 1 | 1 | 1 | 1 | -6 | 0.4 | -14 | / | -0.3
COCC(=O)N1CCN(c2cccc(C(F)(F)F)c2)CC1 | 16 | -0.4 | 1.1 | 0.8 | 13 | 1.1 | 15 | 0.4 | -4 | -3 | -0.3
COc1cc2nc(Cl)nc(N3CCN(C)CC3)c2cc1OC | 10 | 1.0 | 0.8 | 0.9 | 11 | 0.8 | 12 | 0.0 | 9 | 1 | -0.2
Cc1ccccc1C(=O)NC(=S)NCC1CCCO1 (stereo unspecified) | 6 | -0.5 | 0.9 | 0.9 | 6 | 0.9 | 8 | -5.9 | -5 | / | -0.1
c1ccc(-n2nnnc2Oc2ccc(-c3nnco3)cc2)cc1 | / | -0.1 | / | / | / | / | 3 | 2.0 | -15 | -14 | 0.2
COc1ccccc1OCCC(=O)OCC(=O)Nc1ncc(Cl)cc1Cl | 30 | 3.4 | 0.8 | 0.7 | 1 | 0.9 | -15 | 0.5 | 14 | 11 | 0.1
O=C(Nc1nnc(SCC(=O)N2CCCc3ccccc32)s1)c1ccccc1 | 18 | 3.4 | 1 | 0.8 | -17 | 0.9 | 13 | 0.3 | -7 | 4 | -0.3
COC(=O)[C@H]1C[C@@H]1[C@H](NC(=O)c1cnccn1)c1ccccc1 | 4 | 0.9 | 0.9 | 1 | 14 | 1 | -7 | 0.4 | -6 | 4 | 0.1

Entries of single compounds as entered above. Screens in order: Diaph inh CS, RAM inhibit, PMI act hi M6P, Diaph act CS, G6PDH counter, PMI act, TLR4 MyD88 comp, DTT redox prof, Lmaj promast, S1P3 antag, Hsp70 activator
O=C(Nc1nnc(SCC(=O)N2CCCc3ccccc32)s1)c1ccccc1 reads 18, 3.4, 1, 0.8, -17, 0.9, 13, 0.3, -7, 4, -0.3
Cc1ccccc1C(=O)NC(=S)NCC1CCCO1 (stereo unspecified) reads 6, -0.5, 0.9, 0.9, 6, 0.9, 8, -5.9, -5, /, -0.1
COC(=O)[C@H]1C[C@@H]1[C@H](NC(=O)c1cnccn1)c1ccccc1 reads 4, 0.9, 0.9, 1, 14, 1, -7, 0.4, -6, 4, 0.1
